# Screening results as filed in PubChem.
# NCI-60 one-dose screen, 48 h, at 10 µM unless noted. Numbers give growth in % (100 = growth as untreated, 0 = no growth, -100 = all killed).
# OVCAR-4 – OVCAR-4 ovarian cancer cells; actives 3.7% (n = 80,000)
# DU-145 – DU-145 prostate cancer; actives 4.2% (n = 81,000)
# PC-3 – PC-3 prostate cancer cells; actives 3.9% (n = 80,000); AID 1794754
# OVCAR-3 – OVCAR-3 ovarian cancer. actives 7% (n = 79,000)
# SF-268 – SF-268 CNS cancer cells | actives 3.1% (n = 82,000) | AID 1794759
# OVCAR-8 – OVCAR-8 ovarian cancer; AID 1794782; actives 4.4% (n = 81,000)
# U251 – U251 CNS tumor cells. actives 5.4% (n = 80,000). AID 1794753
# SK-OV-3 – SK-OV-3 ovarian cancer cells. AID 1794785. actives 3.2% (n = 80,000)
# OVCAR-5 – OVCAR-5 ovarian cancer; actives 2.9% (n = 82,000); AID 1794783
# * marks the source's active call; other numbers are inactive results; . = not tested or not shown; & = joins results of further samples; [ ] = remark or other dose. The calls were made as follows: active = growth percent below 10; inactive = the rest. An unsorted share of the library; 9.5% or so of the library scored in one or more.
SMILES,OVCAR-4,DU-145,PC-3,OVCAR-3,SF-268,OVCAR-8,U251,SK-OV-3,OVCAR-5
CNC(=O)c1cn2c3c(c(N4CCN(C)CC4)c(F)cc3c1=O)OC[C@@H]2C,94,104,96,107,97,106,99,102,105
CC(=O)C1=C(C)Nc2nc3ccccc3n2C1c1ccc2c(c1)OCO2 (stereo not given),102,109,93,105,105,99,96,106,113
CCOC(=O)OCCSCCOC(=O)OCC,101,109,99,108,107,111,108,132,112
CO/C(=C\c1ccc(O)cc1)C(=O)N/C=C/c1cc(Br)c(O)c(Br)c1,73,83,86,93,83,96,79,116,130
COc1ccc([C@H]2C(C(=O)c3ccc(Cl)cc3)C3(N[C@@H]2c2ccccc2)C(=O)Nc2ccccc23)cc1 (stereo not given in full),31,52,37,27,37,33,36,72,51
O=C(/C=C/c1ccc(Br)cc1)c1ccc(-n2cc(CN3CCN(c4cc5c(cc4F)c(=O)c(C(=O)O)cn5C4CC4)CC3)nn2)cc1,91,79,82,96,73,79,71,78,99
Cn1ncc(CC(=O)O)c1NS(=O)(=O)c1ccccc1N,108,110,95,106,94,102,105,100,100
C/C(=N/O)c1ccc(NC(=O)CSc2nnc(-c3ccc(-c4nc5ccc(C)cc5[nH]4)cc3)o2)cc1,104,107,115,93,109,117,100,109,106
COc1cc(O)c2c(c1)[C@H]1O[C@@H]1C[C@H](O)[C@H](O)C(=O)/C=C\C[C@H](C)OC2=O,27,55,67,32,74,59,72,80,62
O=C1NCCc2c1noc2-c1ccccc1,114,104,94,113,94,109,99,91,103
O=C(c1ccccc1)c1c(-c2ccccc2)oc2c1CNC1C=C(Cl)C=CC21 (stereo not given),107,101,81,106,96,86,99,75,99
CC(=O)OC1Oc2ccccc2-c2oc(=O)c(-c3cc4ccc(N(C)C)cc4oc3=O)cc21 (stereo not given),39,19,35,43,73,37,48,48,26
NCCCN1CCCN=C1C1=NCCCN1CCCN,91,112,102,110,106,108,112,111,101
CO[C@H]1CC(=O)n2c3ccccc3c3c4c(c5c6ccccc6n1c5c32)C(=O)NC4=O,25,42,55,56,69,37,47,68,120
CN(C)CCCOc1cccc2c1C(=O)c1c(OCCCN(C)C)cccc1C2=O,69,64,47,82,74,41,77,83,89
N=C(N)CC(N)=O,108,119,96,131,114,109,109,106,113
Cc1oc(-c2ccc(Cl)cc2)nc1/C=C/C(=O)c1ccc(Cl)cc1,66,108,88,91,95,93,88,94,111
Cc1cc(=O)[nH]n1-c1ccc(Cl)cc1N,96,123,97,111,111,101,111,98,115
Fc1c[c-]c(-c2ccccn2)c(F)c1.Fc1c[c-]c(-c2ccccn2)c(F)c1.[Cl][Pt+].[Cl][Pt+].c1ccc([PH+](C[PH+](c2ccccc2)c2ccccc2)c2ccccc2)cc1,7.0*,23,15,7.8*,22,15,15,.,49
O=C(CNc1nc(-c2ccccc2)cs1)Nc1ccc([N+](=O)[O-])cc1,18,45,34,13,38,18,9.2*,54,-40*
COc1ccc(-c2nn(-c3ccccc3)cc2/C=C2\SC(=S)N(c3ccc(Cl)cc3)C2=O)cc1,81,99,74,113,87,89,91,107,99
CC(=O)OC[C@]1(C)CC[C@]2(C)CC[C@]3(C)C(=C2C1)C=C[C@@H]1[C@@]2(C)CCCNC(C)(C)[C@@H]2CC[C@]13C,103,121,90,121,109,102,103,112,113
Cc1ccc(C(=O)Nc2ccc(C(=O)NC(=S)Nc3ccc(S(N)(=O)=O)cc3)cc2)cc1,87,96,90,92,102,92,84,105,108
COc1ccccc1C(C[N+](=O)[O-])c1c(-c2ccccc2)[nH]c2ccccc12 (stereo not given),91,103,90,98,81,90,86,97,89
CC(C)c1ccc(C(=O)OC(=O)c2ccc(C(C)C)cc2)cc1,105,119,87,106,103,100,91,110,89
CCC(C)/C=C(\C)C(O)Cc1cc(O)cc(=O)o1 (stereo not given),94,130,96,114,105,101,.,92,101
COc1ccc(CNCCCN2C(=O)c3ccc4c5c(ccc(c35)C2=O)C(=O)N(CCCNCc2ccc(OC)c(OC)c2OC)C4=O)c(OC)c1OC,-97*,-96*,-72*,-92*,-88*,-51*,-94*,-77*,-55*
Cc1ccc2c(C3C4=C(CCCC4=O)OC3c3cc(=O)oc4ccc(C)cc34)cc(=O)oc2c1 (stereo not given),98,105,95,111,98,104,99,98,98
O=C(NNC(=O)c1ccc(OCc2nc3ccc(Cl)cc3[nH]2)cc1)Nc1ccc(Cl)c(Cl)c1,65,73,63,83,86,24,-1.4*,77,84
O=c1[nH]nc(-c2ccc(Br)cc2)cc1Cc1ccc(O)cc1,98,91,80,92,90,93,105,93,106
O=C(OCc1ccccc1OC1O[C@H](CO)[C@@H](O)[C@H](O)[C@H]1O)[C@@]1(O)C(=O)C2C=CC1C1C2C=CC(=O)[C@]1(O)C(=O)OCc1ccccc1O[C@@H]1O[C@@H](CO)[C@H](O)[C@@H](O)[C@@H]1O (stereo not given in full),119,101,107,109,122,106,110,90,111
COc1cc(-c2cc(-c3nc4cc(Cl)c(Cl)cc4[nH]3)[nH]n2)cc(OC)c1OC,53,92,5.6*,52,97,.,76,104,101
O=c1cc(CSc2nnc(SCc3cc(=O)oc4c3ccc3ccccc34)o2)c2ccc3ccccc3c2o1,111,109,90,105,97,94,97,99,100
Cc1ccc2oc(=O)cc(C3OC4=C(C(=O)CCC4)C3c3cc(=O)oc4ccc(C)cc34)c2c1 (stereo not given),92,110,100,107,96,99,103,94,89
Cc1cc2cn3c4ccc(O)cc4nc(N)c3c2cc1C,.,4.2*,25,17,13,5.4*,-5.5*,.,29
CCCCCCOC(=O)CC1=C(C)/C(=C/c2[nH]c(-c3ccc[nH]3)cc2OC)N=C1C,-29*,5.7*,-23*,-94*,-21*,-55*,-69*,-34*,-9.6*
CC/C(=C(/c1ccc(O)cc1)c1ccc(OCCN(C)C(=O)CCOCCNC(=O)c2cccc3c2CN([C@@H]2CCC(=O)NC2=O)C3=O)cc1)c1ccccc1,116,109,100,117,105,109,105,102,101
COc1cc2nc(-c3ccc(C(F)(F)F)cc3)cc(OCCN3CCCC3)c2cc1OC,95,84,74,97,81,91,77,86,68
C=CCCCCCCCCC(=O)OCC(C)C,99,103,97,105,102,105,98,107,102
Fc1ccc(N2CCN(c3ncnc4[nH]ccc34)CC2)cc1,92,90,78,103,87,79,76,97,90

# The last six compounds of the section before come first, to join the parts.
SMILES,OVCAR-4,DU-145,PC-3,OVCAR-3,SF-268,OVCAR-8,U251,SK-OV-3,OVCAR-5
Cc1cc2cn3c4ccc(O)cc4nc(N)c3c2cc1C,.,4.2*,25,17,13,5.4*,-5.5*,.,29
CCCCCCOC(=O)CC1=C(C)/C(=C/c2[nH]c(-c3ccc[nH]3)cc2OC)N=C1C,-29*,5.7*,-23*,-94*,-21*,-55*,-69*,-34*,-9.6*
CC/C(=C(/c1ccc(O)cc1)c1ccc(OCCN(C)C(=O)CCOCCNC(=O)c2cccc3c2CN([C@@H]2CCC(=O)NC2=O)C3=O)cc1)c1ccccc1,116,109,100,117,105,109,105,102,101
COc1cc2nc(-c3ccc(C(F)(F)F)cc3)cc(OCCN3CCCC3)c2cc1OC,95,84,74,97,81,91,77,86,68
C=CCCCCCCCCC(=O)OCC(C)C,99,103,97,105,102,105,98,107,102
Fc1ccc(N2CCN(c3ncnc4[nH]ccc34)CC2)cc1,92,90,78,103,87,79,76,97,90
COc1ccc(C(=O)c2oc3ccc(Cl)cc3c2N)cc1,97,101,99,94,96,101,86,112,111
O=c1c2c3c(sc2nc(SCc2nc(=S)[nH][nH]2)n1-c1ccc(Cl)cc1)CCCC3,114,109,99,132,102,100,105,108,105
Nc1ncnn1Cc1ccccc1,105&103,113&106,93&109,108&111,99&112,97&105,100&106,99&107,100&104
C=Cc1cc(C)cc(OC)c1O,.,118,103,116,112,104,96,100,99
CC1(C)CC(C(=O)OCCCCCCCCCCC[P+](c2ccccc2)(c2ccccc2)c2ccccc2)C(C)(C)N1O (stereo not given),-32*,-85*,-70*,-96*,-93*,-39*,110,-19*,-63*
CCS(=O)(=O)Oc1ccc(-c2ccc3occc3c2)cc1,95,102,87,102,100,101,100,101,93
COc1cc2c(cc1OC)C1CC3(CCCCC3)ON1CC2 (stereo not given),93[100 µM],100[100 µM],80[100 µM],100[100 µM],97[100 µM],94[100 µM],92[100 µM],108[100 µM],97[100 µM]
Oc1ccc(-c2[nH]c3ccccc3c2-c2nc3ccccc3o2)cc1,.,79,57,74,70,92,61,73,81
O=C(C(Cl)Cl)N(Cc1ccccc1)Cc1ccccc1,94,103,88,.,96,102,103,108,101
CCCc1n(Cc2ccc3ccccc3n2)cc[n+]1Cc1ccc2ccccc2c1,5.9*,29,5.4*,-4.0*,17,11,11,0.8*,5.2*
Cc1[nH]c(=S)nc(N)c1N,105,107,94,114,105,97,95,67,107
CCOC(=O)OC(C)CNC(=O)C(C)OC(=O)OCC (stereo not given),96,110,100,107,102,109,108,99,104
N#CC(C#N)=C(C#N)NC12CC3CC(CC(C3)C1)C2,101,102,94,97,99,102,107,124,91
C[N+](C)(C)CN1C(=O)c2ccccc2C1=O,101,113,96,109,110,97,102,98,105
O=C1c2ccccc2C(=O)c2c(O)c(Cl)cc(O)c21,84,70,77,-18*,94,58,38,100,93
O=C(CCCn1c2c(sc3ncccc32)c(=O)n2nnc(-c3ccccc3)c12)NCCc1cnc[nH]1,79,40,52,81,76,24,49,.,70
O=C(CCCCN1CC(=O)N2[C@H](c3ccc(Br)cc3)c3[nH]c4ccccc4c3C[C@@H]2C1=O)NO,88,93,65,78,93,73,83,69,86
Nc1nc(-c2ccccc2)c(CC(=O)O)c(-c2nc(N)nc(-c3ccccc3)c2CC(=O)O)n1,107,108,102,119,99,103,96,126,109
Cc1ccc(S(=O)(=O)Nc2ccc(C(=O)/C=C/c3ccccc3F)cc2)cc1,85,101,91,103,82,80,89,109,104
COc1cc(-c2nccc3[nH]c(-c4cccc5[nH]ccc45)nc23)cc(OC)c1OC,48,23,12,17,34,18,14,15,74

# A run of entries from further up, as a working copy:
SMILES,OVCAR-4,DU-145,PC-3,OVCAR-3,SF-268,OVCAR-8,U251,SK-OV-3,OVCAR-5
Cc1ccc(S(=O)(=O)Nc2ccc(C(=O)/C=C/c3ccccc3F)cc2)cc1,85,101,91,103,82,80,89,109,104
COc1cc(-c2nccc3[nH]c(-c4cccc5[nH]ccc45)nc23)cc(OC)c1OC,48,23,12,17,34,18,14,15,74

# Next section:
SMILES,OVCAR-4,DU-145,PC-3,OVCAR-3,SF-268,OVCAR-8,U251,SK-OV-3,OVCAR-5
Cn1cccc1-c1cc(-c2ccc(Br)cc2)n(C=O)c(=O)c1C#N,95,119,105,113,104,96,100,107,73
O=C(O)CSC(=S)c1ccccc1,114,106,99,115,97,109,100,101,114
NC(N)=N/N=C/c1cc([N+](=O)[O-])ccc1OCC(=O)O,.,114,98,117,111,106,100,109,105
C=CCOC(CN(CC)CC)CN(CC)CC,99,115,99,126,108,97,96,103,112
O=C(OCc1nc2nc(Cl)nc(N3CCOCC3)c2[nH]1)N1CCNCC1,101,102,89,99,93,101,99,93,96
CCOC(=O)c1cc(C(=O)c2cc(OC)c(OC)c(OC)c2)n2ccc(-c3cc[n+](CC(=O)c4cc(OC)c(OC)c(OC)c4)cc3)cc12,-33*,45,54,82,-14*,7.1*,-74*,99,93
CSC1=NC2C(N(C)C(=S)N2C)N1/N=C/C=C/c1ccccc1[N+](=O)[O-] (stereo not given),99,104,91,.,93,99,91,120,98
COC1=C(OC)C(=O)C(CCCCCCCCCC[P+](c2ccccc2)(c2ccccc2)c2ccccc2)=C(C)C1=O,2.2*,6.0*,-13*,-34*,-62*,-48*,-27*,-40*,3.2*
Cc1ccc(OCc2occc2C(=O)N2CCOCC2)cc1,103,103,107,.,98,113,103,109,102
COc1cccc(C(=O)N(C)C)c1,98,116,94,117,116,98,97,111,105
Cc1ccc(Br)c(O)c1,101,108,72,107,99,91,95,94,102
CCCCCCOC(=O)c1cc(-c2ccc(F)cc2)nc2ccccc12,101,105,94,104,96,98,101,87,102
CCCCCCCCCCCCSC1=CC(=O)C=CC1=O,57,111,17,73,45,35,.,82,90
O=C(NN1C(=O)/C(=C/c2cccs2)SC1=S)c1ccc(O)cc1,109,111,98,113,103,97,98,118,104
Nc1ccc(-c2nnc3n2N=CC(c2ccc(O)cc2)S3)cc1 (stereo not given),101,109,96,95,96,100,100,112,99
CCOC(=O)c1[nH]cnc1/N=N/N(C)C,98,119,95,112,118,100,99,100,106
CCN(CC)C(=S)SC(SC(=S)N(CC)CC)C(=O)c1nnn(-c2ccc(Cl)cc2)c1C,103,99,77,97,93,102,86,129,107
Cc1ccc(C2CC(c3cccc(Nc4ccncc4)c3)=NN2c2ccccc2)cc1 (stereo not given),-86*,-72*,-67*,-89*,-73*,-51*,-54*,-31*,-93*
CC(C)Cn1cnc2c3ccccc3nc(NCn3nc(-c4cc(Cl)cc(Cl)c4Cl)n(/N=C/c4ccc(F)cc4)c3=S)c21,78,102,91,102,121,86,90,117,97
CCOc1ccc(NC(=O)CSc2oc(-c3ccccc3)nc2S(=O)(=O)c2ccc(F)cc2)cc1,66,90,56,65,60,50,53,78,103
c1ccc(CC(Cc2ccccc2)c2ccccn2)cc1,106,109,93,107,98,104,96,96,95
CCCCCCCCCCCC(=O)Nc1ccc(N(CC)CC)cc1,117,114,89,98,98,91,95,99,100
O=C(Nc1ccc(C(=O)O)c(O)c1)Oc1ccccc1,94,115,97,103,106,95,93,99,84
CCC(=O)[C@@H]1CC[C@H](C)c2ccc(C)nc2C1,109,110,102,119,106,105,103,117,101
